MBD2 DNA inh: blocks human MBD2 binding to methylated DNA; TR-FRET, MBD2 binding to methylated oligonucleotide; AID 686964; 370,000 compounds, 0.31% hits; inhibition, % at 4.4 µM; Q9UBB5; in the data active = inhibition above about 13%
Target sequence (Q9UBB5 whole entry, looked up): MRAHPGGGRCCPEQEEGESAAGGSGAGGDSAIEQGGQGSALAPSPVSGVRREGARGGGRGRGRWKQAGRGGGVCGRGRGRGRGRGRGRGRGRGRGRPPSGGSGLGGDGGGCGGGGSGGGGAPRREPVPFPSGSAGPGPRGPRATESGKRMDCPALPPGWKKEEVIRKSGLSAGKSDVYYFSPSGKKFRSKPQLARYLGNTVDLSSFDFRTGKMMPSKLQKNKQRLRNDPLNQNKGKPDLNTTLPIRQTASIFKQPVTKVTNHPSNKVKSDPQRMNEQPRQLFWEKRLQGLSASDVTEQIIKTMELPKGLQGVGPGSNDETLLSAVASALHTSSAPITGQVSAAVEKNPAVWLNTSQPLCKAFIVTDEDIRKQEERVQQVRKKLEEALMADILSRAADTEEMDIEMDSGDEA
rCAG RNA binder: molecules binding r(CAG) RNA repeats; r(CAG) RNA repeat, TO-PRO-1 dye displacement fluorescence; inhibition, % at 3 µM; 370,000 compounds, 1.3% hits; AID 651821;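 active = inhibition above the plate cutoff, the mean of all test compounds on that plate plus 3 SD, cut at about 35% in these data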;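 also: 0% = DMSO alone and 100% = 100 µM mitoxantrone as full dye displacement; higher means more dye released from RNA so lower well fluorescence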
TCR CD3 inh: inhibitors of human TCR-CD3 interaction; TAMRA-labeled TCR probe fluorescence, biochemical; inhibition, % at 9.4 µM; 360,000 compounds, 0.37% hits; AID 651800; in the data active = inhibition above about 19%;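 also: recombinant mutant TCR 2C K166C tagged with TAMRA read by polarization; 0% = receptor in buffer alone and 100% = receptor with positive control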
SIAE inh: inhibitors of human sialic acid acetylesterase SIAE. SIAE FP-Rh probe binding, fluorescence polarization. Q9HAT2. inhibition, % at 9.66 µM. 370,000 compounds, 0.69% hits;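 active = inhibition above a cutoff: mean of compounds within the control limits plus 3 SD of those, cut at about 17% in these data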;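 also: 0% = plate median of compound wells and 100% = probe without SIAE protein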
mABHD4 FP: inhibitors of mouse ABHD4 | purified mABHD4, FP-Rh probe fluorescence polarization | inhibition, % at 8.92 µM | 370,000 compounds, 0.54% hits | AID 720543;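 active = inhibition exceeding the mean over every tested compound plus 3 SD, cut at about 30% in these data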;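 also: 0% = plate median of compound wells and 100% = S159A mutant with DMSO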
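Assay system: wild-type mouse ABHD4 protein; compound: single nominal dose of 8.92 µM, 0.89% DMSO final; schedule: 45 min + 60 min at 25 °C; measured by: FP readout, ex 525 nm / em 598 nm; evaluation: % inhibition of FP-Rh probe binding versus controls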
UHRF1 binding: UHRF1 methyl-DNA binding inhibition. Q96T88. inhibition, % at 4.4 µM. 370,000 compounds, 0.75% hits. UHRF1 binding to methylated oligo, TR-FRET; in the data active = inhibition above about 21%;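 also: UHRF1 SRA domain binding a hemimethylated CpG hairpin DNA probe; 0% = median of test compound wells and 100% = reference inhibitor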
GC-B act: GC-B (human) receptor activation; HEK293-GC-B cells, CNP EC30, cGMP TR-FRET; 0% at EC30 CNP, 100% saturating CNP; 370,000 compounds, 0.11% hits; AID 1920062; activation, % at 10 µM;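 active = activation at 10 µM reaching about 35% in either raw or pattern-adjusted values, limit read from the data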
PRMT1 FP inh: PRMT1 (human) inhibition, primary screen | Q99873 | recombinant PRMT1, activity-based probe fluorescence polarization | inhibition, % at 2.79 µM | 370,000 compounds, 1.3% hits | AID 652257;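 active = inhibition above about 21% made by adding two undisclosed values, limit read from the data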
HTRA1 inh: HTRA1 (human) protease inhibition; AID 504803; Q92743; recombinant HTRA1, FP-rhodamine activity-based probe, fluorescence polarization; 340,000 compounds, 0.5% hits; inhibition, % at 5.96 µM; in the data active = inhibition above about 36%;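 also: 0% = enzyme with DMSO and 100% = wells lacking enzyme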
Target sequence (Q92743 whole entry, looked up): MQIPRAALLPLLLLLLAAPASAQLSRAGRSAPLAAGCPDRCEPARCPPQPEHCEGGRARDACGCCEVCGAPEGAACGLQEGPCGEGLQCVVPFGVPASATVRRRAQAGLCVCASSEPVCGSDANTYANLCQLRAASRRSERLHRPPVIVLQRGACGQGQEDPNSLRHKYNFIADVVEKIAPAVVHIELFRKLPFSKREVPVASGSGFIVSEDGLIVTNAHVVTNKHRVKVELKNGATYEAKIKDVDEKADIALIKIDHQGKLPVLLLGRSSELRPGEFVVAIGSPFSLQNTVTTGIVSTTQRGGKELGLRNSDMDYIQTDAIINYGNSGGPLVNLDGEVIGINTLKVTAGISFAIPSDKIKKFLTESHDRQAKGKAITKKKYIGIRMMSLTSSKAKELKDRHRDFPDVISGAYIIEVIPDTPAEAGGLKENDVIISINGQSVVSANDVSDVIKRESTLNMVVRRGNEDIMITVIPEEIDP
NPR1 activator: GC-A (human) enzyme activation; P16066; HEK293 GC-A cells, cGMP TR-FRET, EC30 ANP; 0% at EC30 ANP, 100% saturating ANP; activation, % at 10 µM; 370,000 compounds, 0.14% hits; AID 1671463; in the data active = activation above about 40%
* hit, by the source's call; / = no result given. These rows are one share of the data (hit frequency here may not be typical).

SMILES	MBD2 DNA inh	rCAG RNA binder	TCR CD3 inh	SIAE inh	mABHD4 FP	UHRF1 binding	GC-B act	PRMT1 FP inh	HTRA1 inh	NPR1 activator
CCc1nc2ccc(C(=O)N(CC)CCN(C)C)cn2c1N(C)C(=O)C1CCCCC1	-2	2	-1	0	1	3	-5	-5	/	-3
CS(=O)(=O)N1CCN(C(=O)c2ccccc2)C1	-5	-1	-10	-1	-1	3	6	0	6	0
CCOc1cc(/C=C2\SC(=S)N(N3CCOCC3)C2=O)ccc1O	-6	-1	1	/	-2	-1	0	0	8	-4
COC(=O)NN1C(=O)C(c2ccccc2)=C(c2ccc(Cl)cc2)C1=O	1	-2	7	-6	-3	0	-4	3	-1	-3
O=C(c1cc2c(s1)CCCCC2)N1CCN(c2ncccn2)CC1	-4	1	2	-5	-2	2	6	4	-5	2
CCn1c(SCc2ccccc2Cl)nc2nc3c(cc2c1=O)CCCC3	4	-1	3	-6	27	1	-3	-2	-5	-6
CSc1ccccc1N=Cc1nc(-c2ccccc2)oc1O	9	12	-2	-6	-8	6	-8	4	-8	-1
O=C(NCc1ccccc1)/C(=C/c1ccc(OC(F)F)cc1)c1ccccc1	5	0	-4	-2	-22	2	0	2	-45	-7
CC(=O)c1cccc(N(C(=O)CNC(=O)c2ccco2)C(C(=O)NC2CCCC2)c2ccc(C)o2)c1 (stereo unspecified)	6	-5	3	0	-1	1	1	0	1	1
CCn1c(=O)[nH]c(=O)c2c(N)c(C(=O)c3cc(F)ccc3F)sc21	-3	5	-6	12	6	-1	2	-2	0	16
Cn1c(=O)c(C(=O)CSc2nnc(Nc3ccccc3)s2)c(N)n(Cc2ccccc2)c1=O	-1	6	6	-2	-5	-2	-2	-2	-6	-6
COc1cc(/C=C/C(=O)Nc2ccc3nc4n(c(=O)c3c2)CCCC4)cc(OC)c1OC	2	4	-10	-23	-9	-2	10	-3	-18	8
Cn1c(=O)c2ncn(CC(=O)O)c2n(C)c1=O	-1	-2	-4	6	0	3	0	2	-2	3
OC(c1ccccc1)(C1CCCCC1)C(CN1CCOCC1)c1ccccc1 (stereo unspecified)	0	-5	-5	1	3	4	-14	2	-13	-49
COc1cccc(C(C)(O)c2nc(-c3cc4ccccc4o3)cs2)c1 (stereo unspecified)	1	0	3	-14	-19	0	-3	1	/	3
Oc1ccc(Nc2ccccc2F)c2cccnc12	-16	/	/	12	23	-3	1	42*	/	2
CCC(C)Sc1ccc([C@H]2N[C@@](CC(C)C)(C(=O)OC)[C@H]3C(=O)N(C)C(=O)[C@@H]23)cc1 (stereo partly specified)	-1	-8	17	0	4	-2	-2	5	-7	2
O=C(c1ccc(Cl)c(Cl)c1)N1CCCC1	9	1	-4	2	4	1	-1	3	2	-2
COc1cc2c(cc1OC)C(c1ccccc1C(F)(F)F)CC(=O)N2 (stereo unspecified)	-3	-5	-1	2	-2	1	-4	-1	2	-3
O=C(C(O)c1ccccc1)N1CCN(S(=O)(=O)c2ccc(F)c(F)c2)CC1 (stereo unspecified)	1	0	3	-5	4	0	4	-2	/	-1

Quoted from the listing.
OC(c1ccccc1)(C1CCCCC1)C(CN1CCOCC1)c1ccccc1 (stereo unspecified) in HTRA1 inh → -13
CC(=O)c1cccc(N(C(=O)CNC(=O)c2ccco2)C(C(=O)NC2CCCC2)c2ccc(C)o2)c1 (stereo unspecified) in PRMT1 FP inh → 0
O=C(c1ccc(Cl)c(Cl)c1)N1CCCC1 in NPR1 activator → -2

Next section
SMILES	MBD2 DNA inh	rCAG RNA binder	TCR CD3 inh	SIAE inh	mABHD4 FP	UHRF1 binding	GC-B act	PRMT1 FP inh	HTRA1 inh	NPR1 activator
O=C(NCc1ccccc1)N(Cc1cc2cc3c(cc2[nH]c1=O)OCO3)CC1CCCO1 (stereo unspecified)	4	-1	-2	2	3	-1	10	-2	0	8
O=C(Nc1ccc(Cl)c(C(F)(F)F)c1)NC1CC2CCCC(C1)N2C1CC1 (stereo unspecified)	-3	-6	6	-6	7	0	-13	-2	-5	-29
CCOC(=O)c1c(NC(=O)CN2CCN(C(=O)c3ccco3)CC2)sc2c1CCCC2	1	0	-5	0	1	-2	-4	-2	-9	-4
COCCNC(=O)C(c1ccc(C)o1)N(C(=O)C(=O)NC1CCCCC1)c1ccc(F)cc1 (stereo unspecified)	-2	-10	5	3	1	0	-1	-1	-7	2
CCOC(=O)N1CCN(C(=O)C[C@H]2C[C@@]3(C(=O)OC)C(=C[C@H](C4CCCC4)O[C@@H]3C)N(Cc3ccc(Cl)cc3Cl)C2=O)CC1	-2	5	/	-6	-12	-4	-11	0	/	-20
CCN(CC)S(=O)(=O)c1cc(-c2nnc(-c3ccc(Br)cc3)o2)ccc1Cl	5	2	2	6	-4	0	2	2	-4	10
CCOC(=O)c1[nH]nc2c1C(=O)N(Cc1ccccc1)C2=O	9	5	-2	-4	10	1	-1	3	10	1
C=CCNC(=S)N/N=C(\C)c1ccc(-n2ccnc2)cc1	2	-3	-2	4	-2	5	0	-1	-13	-11
CCN(CCn1cccn1)C(=O)CC1C(=O)NCCN1Cc1ccc(OC)c(OC)c1 (stereo unspecified)	-1	2	2	9	-1	0	-2	-2	-4	-5
CC1CCCC(NCC(O)COC(c2ccc(F)cc2)c2ccc(F)cc2)C1C (stereo unspecified)	-1	8	6	-4	18	-2	-7	1	-18	-29
COC(=O)c1cc2c(c3c4cc(C)ccc4n(S(=O)(=O)c4ccc(OC)cc4)c13)C(=O)N(Cc1ccccc1)C2	-2	16	-2	-5	-6	-1	1	3	/	-2
O=C(CCSCc1ccccc1Cl)NC1CCCCC1	2	-6	1	9	-5	3	1	0	-3	1
CCN(CC(=O)NCc1ccc(F)cc1)C(=O)/C=C/c1ccc(OC)c(S(=O)(=O)NC(C)C)c1	-7	-2	0	-3	5	-3	-2	-1	2	-3
O=S(=O)(c1ccc(Cl)s1)N1CCN(Cc2ccccc2)CC1	4	-8	-8	-1	2	0	8	1	-3	2
O=C(CCCN1CCOC(c2ccccc2)C1)c1ccc(F)cc1 (stereo unspecified)	6	-7	-3	5	-3	-1	6	1	-2	0
CCOC(=O)C1CCCN(C(=O)C2CCN(Cc3nc(-c4ccc(Cl)cc4)oc3C)CC2)C1 (stereo unspecified)	10	-9	0	-8	-7	6	-1	5	-10	-2
COc1ccc(-c2coc3c(C(=O)NCCc4ccccc4)cccc23)c(C)c1	-2	4	-2	-10	-20	0	1	-8	/	-5
Cc1ccc(NC(=O)NC2(C(=O)NCc3ccco3)CCCCC2)cc1	3	-2	-2	-3	5	3	8	0	-6	2
Cc1ccc(NC(=O)C2CCN(C(=O)c3ccccc3C)CC2)cc1	3	2	-5	2	8	3	2	2	6	-3
CCc1nc2ccc(C(=O)Nc3ccc(OC)c(OC)c3)cn2c1N(C)Cc1cccs1	0	2	1	5	6	4	0	-1	/	-1
Cc1ccc(S(=O)(=O)NCCn2nc(C)cc2C)cc1	-1	0	-3	-6	1	2	-2	-10	-1	0
CN1CCc2c(sc(NC(=O)c3ccc([N+](=O)[O-])o3)c2C(N)=O)C1	-19	22	3	4	3	-19	-14	2	-1	-14
CC(=O)c1cnc(SCC(=O)O)nc1C	-5	0	4	6	0	2	2	-5	7	-4
CCCCc1c(O)nc(SCC(=O)N2CCOCC2)n(-c2ccc(OC)cc2)c1=O	-3	0	3	5	-3	-2	0	5	-4	-1
Cc1cc(/C(N)=N/OC(=O)Nc2ccc(Cl)cc2)no1	4	-2	-7	0	-6	3	3	5	/	6
O=C(OCC(=O)N1CCN(C(=O)COC(=O)c2ccc(O)cc2O)CC1)c1ccc(O)cc1O	-3	8	2	-8	2	-1	3	1	-4	3
CC(=O)NC(=S)Nc1ccc(NC(=O)COc2ccc(Cl)cc2)cc1	4	6	0	-22	-21	9	0	6	-9	-4
Cc1ccc(S(=O)(=O)N2CCN(C(=O)COC(=O)/C=C/c3ccccc3)CC2)c(C)c1	-2	2	3	1	4	1	5	-2	-2	0
CSc1nc(C)cc(C)c1C(N)=O	3	17	-5	-3	7	-3	-4	-1	-4	-1
Cc1cc(C)cc(C(=O)OCC(=O)NC2CCCC2)c1	0	-3	7	1	6	1	5	-6	8	-7
Cn1cc(CNC(=O)c2ccc(OC3CCN(Cc4ccccn4)CC3)cc2)cn1	-5	-2	6	3	-2	-3	-3	0	0	-1
COC(=O)C1CCN(C(=O)CN2C(=O)NC(CC(C)C)C2=O)CC1 (stereo unspecified)	-1	3	-6	6	-1	0	1	2	3	1
Nc1c2c(nc3ccn(Cc4ccccc4)c(=O)c13)CCC2	2	0	10	3	0	0	-3	1	1	13
CCN(CC)S(=O)(=O)c1ccc(N)cc1	-4	-1	-2	2	1	1	2	-2	1	0
CCCCn1c(N)c(N(CC(C)C)C(=O)C2CCN(S(=O)(=O)c3ccc(C)cc3)CC2)c(=O)[nH]c1=O	-4	1	3	1	5	-2	2	2	0	0
CCCNC(=O)C1(C)CCN1C(=O)C1(c2ccccc2)CC1 (stereo unspecified)	2	3	3	0	1	0	-1	-1	/	-3
C=CCn1c(SCC(=O)Nc2ccc3c(c2)OCO3)nnc1-c1ccccc1OC	4	-5	-7	1	-3	0	-2	0	-3	-3
CC(=O)Nc1nc(C)c(C(C)(C)C)s1	0	0	6	0	-2	1	0	-4	0	0
C[C@H](NC(=O)c1nc[nH]c1C(=O)N1CCNCC1)C(=O)OC(C)(C)C	-3	2	6	4	6	2	3	1	5	-1
Cc1c(Cl)cccc1NC(=O)c1cc(S(=O)(=O)N2CCOCC2)cn1C	-2	1	4	-2	6	-1	-2	-4	-5	-1
c1ccc(-c2nc(-c3ccccn3)nc(-c3ccccn3)n2)nc1	0	0	1	-1	35*	-6	3	-2	2	3
CCOc1cc(C2NC(=O)NC(O)(C(F)(F)F)C2C(=O)c2ccc(OC)cc2)ccc1O (stereo unspecified)	-5	-2	0	1	-1	-1	-6	3	2	-8
O=C(NCCN1CCC(n2c(=O)[nH]c3ccccc32)CC1)N1c2ccccc2Sc2ccccc21	-1	4	5	5	12	-1	-11	-2	/	-23
COc1ccc(C2=C(O)C(C)N(c3ccccc3)C2=N)cc1OC (stereo unspecified)	5	-4	-1	7	-2	-1	-1	0	2	-2
O=C1/C(=C\c2ccco2)SC(=S)N1c1ccccc1	5	27	1	25*	18	14	-1	14	12	0
COc1cccc(C(=O)NCC(=O)N2CCC3(CC2)NCCc2[nH]cnc23)c1OC	1	2	1	-7	7	-1	0	0	-3	4
CCN(CC)S(=O)(=O)c1ccc2c(c1)N(CC(=O)NCC1CCCO1)C(=O)CO2 (stereo unspecified)	-3	4	0	0	-2	2	1	2	1	1
COCCN(C(=O)c1cc2c(s1)CCC2)c1c(N)n(CC(C)C)c(=O)[nH]c1=O	4	14	1	8	13	14	1	6	15	1
CCOC(=O)c1[nH]c2ccc(OC)cc2c1NC(=O)CCN1CCCC(C)C1 (stereo unspecified)	1	-8	-3	-7	-3	8	5	-2	-1	-2
COC(=O)c1sc2cnccc2c1N	-5	-1	1	-2	5	-1	-1	1	2	2
Cc1ccc(-c2cn3cccnc3n2)cc1	5	-5	-7	-8	-15	0	4	4	3	-1

Entries of single compounds as entered above.
Shown for Cc1ccc(-c2cn3cccnc3n2)cc1 : MBD2 DNA inh: 5; rCAG RNA binder: -5; TCR CD3 inh: -7; SIAE inh: -8; mABHD4 FP: -15; UHRF1 binding: 0; GC-B act: 4; PRMT1 FP inh: 4; HTRA1 inh: 3; NPR1 activator: -1
Shown for CCOc1cc(C2NC(=O)NC(O)(C(F)(F)F)C2C(=O)c2ccc(OC)cc2)ccc1O (stereo unspecified) : MBD2 DNA inh: -5; rCAG RNA binder: -2; TCR CD3 inh: 0; SIAE inh: 1; mABHD4 FP: -1; UHRF1 binding: -1; GC-B act: -6; PRMT1 FP inh: 3; HTRA1 inh: 2; NPR1 activator: -8

Assay outcomes from PubChem.
